SENP8 block-1 – inhibitors of human SENP8 protease | purified SENP8, Z-RLRGG-aminoluciferin cleavage, luminescence | AID 2540 | Q96LD8 | 1.2% of 330,000 active | inhibition, % at 10 µM; in the data active = inhibition above about 50%
Target sequence (Q96LD8 whole entry, looked up): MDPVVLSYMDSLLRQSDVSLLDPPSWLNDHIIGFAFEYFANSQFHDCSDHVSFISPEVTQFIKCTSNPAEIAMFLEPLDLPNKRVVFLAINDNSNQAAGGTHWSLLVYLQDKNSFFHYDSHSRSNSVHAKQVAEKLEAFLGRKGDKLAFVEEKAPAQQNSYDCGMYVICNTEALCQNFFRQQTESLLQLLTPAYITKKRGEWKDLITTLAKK
SENP6 inh – blocks the human protease SENP6 | Q9GZR1 | Recombinant SENP6 catalytic domain, aminoluciferin luminescence | inhibition, % at 10 µM | 1.8% of 330,000 active | AID 2599;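 active = inhibition above about 50% at the single tested dose, limit read from the data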;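 note: plate controls were DMSO wells with enzyme for no effect and DMSO wells lacking enzyme for full effect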
SENP8 block-2 – SENP8 (human) protease inhibition. inhibition, % at 20 µM. Q96LD8. recombinant SENP8, Nedd8 substrate fluorescence. 0.64% of 360,000 active. AID 602440; in the data active = inhibition mostly above about 40%, no sharp cut-off; inactive = mostly below about 27%
SENP7 inh – inhibitors of human SENP7 protease. Q9BQF6. inhibition, % at 5 µM. AID 434973. 1.5% of 330,000 active. recombinant SENP7, Z-RLRGG-aminoluciferin luminescence, 40 min;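 active = inhibition above about 50% at the single test dose, limit read from the data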;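 note: plate controls were DMSO with enzyme for no effect and no enzyme buffer wells for full effect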
Target sequence (Q9BQF6 706-1050 limits assumed): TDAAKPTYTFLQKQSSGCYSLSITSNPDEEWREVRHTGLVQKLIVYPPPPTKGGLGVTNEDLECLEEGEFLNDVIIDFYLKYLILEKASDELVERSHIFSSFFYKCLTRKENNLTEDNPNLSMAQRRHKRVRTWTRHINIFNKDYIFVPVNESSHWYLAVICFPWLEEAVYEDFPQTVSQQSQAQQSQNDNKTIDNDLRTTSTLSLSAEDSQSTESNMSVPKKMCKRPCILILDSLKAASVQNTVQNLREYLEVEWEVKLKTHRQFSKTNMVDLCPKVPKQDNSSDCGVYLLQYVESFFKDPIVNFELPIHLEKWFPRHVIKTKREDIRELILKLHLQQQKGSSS
SENP1 FRET inh – blocks the human SENP1 SUMO protease catalytic domain | Q9P0U3 | inhibition, % at 10 µM | AID 624204 | recombinant SENP1 catalytic domain, CyPet-SUMO1-YPet FRET cleavage | 0.21% of 360,000 active;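 active = inhibition at least 30% at 10 µM, raw YFP signal under a set limit, fluorescence ratio 0.5 to 1.5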;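 note: 0% = enzyme with DMSO and 100% = no enzyme wells; some results filed as inactive read as strong as hits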
Target sequence (Q9P0U3 419-644 limits assumed): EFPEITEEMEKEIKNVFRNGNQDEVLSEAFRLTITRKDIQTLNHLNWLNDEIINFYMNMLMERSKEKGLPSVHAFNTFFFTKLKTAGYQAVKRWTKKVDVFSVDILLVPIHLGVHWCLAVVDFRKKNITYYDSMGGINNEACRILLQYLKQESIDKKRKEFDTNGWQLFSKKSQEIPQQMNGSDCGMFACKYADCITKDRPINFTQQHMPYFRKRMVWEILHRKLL
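System: Recombinant human SENP1 catalytic domain, His6-tagged | Incubation: Enzyme reaction for 50 min at room temperature, dark | Medium: Tris pH 8 with BME, BSA, NP40 and catalase | Also added: 25 nM SUMO1 FRET substrate | Compound: 10 µM single point, 0.5% DMSO | Measured by: FRET fluorescence in CFP and YFP emission channels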
HKDC1 inh – inhibitors of human hexokinase HKDC1 | 0.16% of 340,000 active | Q2TB90 | inhibition, % at 20 µM | recombinant HKDC1, G6PDH/diaphorase resazurin coupled fluorescence | AID 493160;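 active = inhibition above about 35% when tested at 20 µM, limit read from the data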;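 note: plate controls were DMSO wells with enzyme for no effect and DMSO wells lacking enzyme for full effect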
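Assay system: in-house recombinant HK5 (HKDC1) enzyme. Input: HKDC1 at 5 µg/mL. Medium: Tris pH 8.0 buffer with MgCl2, Tween-20, BSA, BME. Dosing: single 20 µM dose. Schedule: 90 min reaction incubation at room temperature, dark. Signal: resazurin-to-resorufin fluorescence via G6PDH and diaphorase coupling, 525/613 nm. Controls: DMSO-enzyme wells negative, buffer-substituted wells positive.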
PfGluPho inh – PfG6PD (Plasmodium falciparum) enzyme inhibition; inhibition, % at 20 µM; PfGluPho enzyme, NADPH resazurin-diaphorase fluorescence; 0.78% of 350,000 active;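 active = inhibition reaching at least a set limit at 20 µM in the primary screen, cut at about 59% in these data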;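 note: 0% = DMSO wells with substrate and 100% = DMSO wells lacking glucose-6-phosphate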
Apaf-1 inh – human Apaf-1 inhibition; O14727; reconstituted apoptosome caspase-3 activity, DEVD-Rh110 fluorescence; 0.71% of 330,000 active; AID 489030; inhibition, % at 20 µM; active = inhibition of at least 40% at 20 µM;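 note: plate controls were DMSO wells for no effect and DEVD-CHO caspase inhibitor wells for full effect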
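System – cell-free apoptosome with Apaf-1, procaspase-3 and caspase-9 · Buffer or medium – pH 7.5 Hepes buffer with CHAPS, BSA, DTT · Also added – cytochrome c with DEVD-Rh110 · Times – 30 min compound preincubation, 50 min activation, room temperature · Technique – Rh110 fluorescence intensity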
The depositor's hits bear a star; x = no result given.

Values in the order – Apaf-1 inh | HKDC1 inh | SENP8 block-2 | SENP6 inh | PfGluPho inh | SENP7 inh | SENP1 FRET inh | SENP8 block-1
Cc1ccccc1-c1noc(-c2ccccc2C(=O)NCc2ccco2)n1
  2 | -3 | 15 | -17 | 8 | 9 | 2 | -3
CCOC(=O)c1cnc(-c2ccccc2)nc1N
  -17 | -3 | 10 | 69* | -1 | 51* | 1 | 24
CCOC(=O)CCCCCC(=O)Nc1ccc2c(c1)CC(=O)N([C@H](C)CO)C[C@@H](C)[C@H](CN(C)Cc1ccc3c(c1)OCO3)O2
  10 | -6 | 2 | 15 | -3 | 0 | -2 | -4
COc1ccc(N2CC(NC(=O)c3ccc4ccccc4c3)CC2=O)cc1OC (stereo not drawn)
  8 | -1 | 12 | -4 | 17 | 2 | 2 | -2
NNC(=O)/C(=C\c1ccc(Br)cc1)NC(=O)c1cccs1
  -1 | -3 | 19 | -6 | -4 | 8 | 2 | 4
CC(C)Oc1ccc(/C(O)=C2/C(=O)C(=O)N(CCN3CCNCC3)C2c2ccc(C(C)C)cc2)cc1 (stereo not drawn)
  7 | 0 | 11 | -1 | -15 | -1 | -1 | -8
CC1(C)CC(=O)C(C=NCCN2CCN(C(=O)CCl)CC2)=C(O)C1
  -10 | -7 | 26 | -24 | -4 | -1 | 0 | -2
Cc1ccc(NC(=O)CSCC(=O)Nc2cccc(S(=O)(=O)N3CCCCCC3)c2)cc1
  8 | 3 | 9 | -1 | -8 | -7 | 2 | -11
CN1C=CC=C/C1=C(\C#N)c1nc2ccccc2[nH]1
  -10 | 1 | 9 | -5 | 0 | -4 | -12 | 11
Cc1nnc(SCC(=O)NC2CCCCC2C)s1 (stereo not drawn)
  -21 | -8 | 8 | -3 | 6 | 8 | 1 | 1
CCCOc1ccc(Oc2cc(C)nc(SC)n2)nn1
  9 | 2 | 25 | -17 | 4 | -12 | 3 | 2
CC(C)(C)OC(=O)N/N=C/c1cn(-c2ccccc2)nc1-c1cccnc1
  1 | 2 | 4 | -10 | 10 | -1 | 1 | -7
CC1CCCCN1C(=O)COC(=O)c1cc(Cl)c2c(c1)OCO2 (stereo not drawn)
  0 | -6 | 30 | -7 | -6 | -12 | -1 | -8
COc1cccc(COc2ccc(N(C)S(=O)(=O)c3ccccc3)cc2)c1
  20 | 6 | 4 | -33 | 12 | -13 | 1 | -6
COc1ccc(CC2(C)OC(c3ccncc3)=NN2C(C)=O)cc1 (stereo not drawn)
  9 | -7 | -180 | -13 | -1 | -6 | -2 | -9
O=C(NCCc1ccccn1)C(F)(F)C(F)(F)C(F)(F)C(F)(F)C(F)(F)C(F)F
  -4 | -7 | 10 | 1 | 1 | 3 | 3 | 0
O=C(Nc1ccc2oc(-c3ccccc3)nc2c1)c1cccnc1
  2 | 7 | -6 | -13 | 3 | -2 | -1 | -3
COc1ccc(NC(=O)Nc2ccc3c(c2)CC(=O)N([C@H](C)CO)C[C@H](C)[C@H](CN(C)Cc2ccc(C(=O)O)cc2)O3)cc1
  5 | -1 | 4 | -7 | -8 | -7 | 2 | 3
Cc1cc(NC(=O)CSc2nnc(C)n2C)no1
  -6 | 0 | 13 | 9 | -15 | -3 | -2 | -1
CCc1nnc(NC(=O)CCN2C(=O)c3ccccc3C2=O)s1
  -7 | -8 | 11 | -2 | -4 | 8 | 1 | -4
Cc1oc(C)c2c(=O)ccc3c(c12)OC(N)=C(C#N)C3c1ccccc1 (stereo not drawn)
  15 | 9 | -37 | -9 | 11 | -7 | -16 | -2
Cc1ccc(Cn2nnnc2CN2CCC(O)(c3ccccc3F)CC2)cc1
  13 | 0 | 25 | -36 | -2 | -11 | 1 | -2
Cc1cc(NC(=O)CSc2nc3ccccc3c(=O)n2C(C)c2ccccc2)no1 (stereo not drawn)
  6 | -7 | 11 | 9 | -2 | 6 | -1 | -1
CN1C(=O)C(=O)/C(=C(/O)c2ccccc2)C1c1ccc(Br)cc1 (stereo not drawn)
  -5 | -3 | 11 | 12 | -10 | 7 | -1 | 8
O=C(NNC(=O)c1ccccc1O)c1ccc(S(=O)(=O)Nc2ccccc2)cc1
  -3 | -4 | -3 | -7 | -31 | 13 | 3 | -17
O=C(O)c1ccc(NC(=O)c2ccc(COc3ccccc3)o2)cc1
  2 | -4 | 13 | -1 | -24 | -2 | 2 | -7
CCCCNC(=O)Nc1ccccc1Br
  -13 | 2 | 18 | -10 | 3 | 3 | -2 | -11
CCOC(=O)Cn1c(O)c(N=NC(=O)CNC(=O)Cc2ccccc2)c2ccccc21
  2 | 4 | 16 | -4 | -23 | -3 | 2 | 7
CC1(C)CC(=O)C2=C(C1)OC(N)=C(C#N)C2Cc1ccccc1 (stereo not drawn)
  0 | -6 | 7 | 9 | -11 | -14 | -2 | -9
CCOc1ccc(Nc2ccc(N3C(=O)CCC3=O)cc2[N+](=O)[O-])cc1
  1 | -2 | 21 | -3 | -10 | -1 | 2 | 0
Cc1ccc(NC(=O)NC(=O)CN2CCC(C(N)=O)CC2)c(C)c1
  1 | -6 | 10 | -19 | -8 | -4 | 3 | -2
O=C1C(C=NCCCN2CCCC2=O)=C(O)c2ccccc21
  -1 | 1 | 0 | 18 | 2 | -1 | 3 | -7
CC(=O)NC1=NN(C(C)=O)C2(CCCCC2)S1
  -13 | -3 | 5 | -25 | -11 | -5 | -1 | 2
COc1ccc(C(=O)CSc2nnc(NC(=O)C3CC(=O)N(c4ccccc4C)C3)s2)cc1 (stereo not drawn)
  -3 | 14 | 3 | -15 | -15 | -7 | 1 | -12
COc1ccccc1NC(=O)Cn1c(C)nc2c(sc(=S)n2Cc2ccco2)c1=O
  10 | 0 | 7 | 9 | 7 | 6 | -3 | 4
O=C(CCNC(=O)c1ccccc1)NNC(=O)c1ccccc1Br
  -12 | -3 | 5 | 4 | 13 | 0 | 0 | 6
CC(=O)Nc1ccc(NC(=O)Nc2ccc(C)c(C)c2)cc1
  1 | 4 | -1 | -5 | 2 | 0 | 2 | 3
CC1CCC(NC(=O)COC(=O)c2cccnc2Cl)CC1 (stereo not drawn)
  3 | -4 | 2 | 6 | -1 | -3 | 3 | 2
CSc1nc(C)c2c(n1)N(c1cccc(C)c1)CC2
  16 | -3 | -141 | -6 | -1 | -3 | -1 | -9
CC(=O)c1ccc(S(=O)(=O)N2CCCC(N(C)CCc3ccccn3)C2)cc1 (stereo not drawn)
  3 | -4 | -9 | 7 | -9 | 1 | -4 | 7
Cc1cc(C)nc(/N=C(/NC(=O)Nc2ccc(Cl)c(Cl)c2)Nc2ccccc2)n1
  -1 | x | x | 7 | x | 5 | x | -2
Cc1noc(C)c1COc1ccc(C(=O)Nc2ccccn2)cc1
  6 | -4 | 0 | -8 | 9 | -5 | -2 | 3
O=S(=O)(Nc1ccc2c(c1)oc1ccccc12)N1CCCC1
  18 | 1 | 21 | -21 | 24 | -3 | -3 | -9
Cc1ccc(NC(=O)C2CCCNC2=O)nc1 (stereo not drawn)
  -1 | 2 | 32 | -15 | 7 | 1 | 3 | -3
Cc1ccc(S(=O)(=O)N2CCc3ccccc3C2CN2C(=O)c3ccccc3C2=O)cc1 (stereo not drawn)
  21 | -2 | 18 | -8 | 31 | 3 | 2 | -3
COc1ccccc1NC(=O)c1nn(C)cc1Br
  -11 | 3 | 7 | -2 | -3 | -8 | -2 | -1
O=C(Cc1ccccc1[N+](=O)[O-])NCc1ccc(Cl)cc1Cl
  1 | -3 | 16 | 8 | 3 | -1 | 4 | -4
Fc1ccc(C2=CC(c3cccs3)n3nnnc3N2)cc1 (stereo not drawn)
  5 | -4 | -20 | -5 | 1 | -3 | 33* | -1
O=C(CCCCN1CCCCC1)c1ccc2c(c1)Cc1ccccc1-2
  6 | -10 | 5 | -11 | 7 | 0 | 4 | 1
Cc1ccc2nc(NCC(N)=O)nc(-c3ccccc3)c2c1
  -8 | -1 | x | 6 | -6 | 3 | x | -4
CC(C)OC(=O)C1C(=O)CC(C)(O)C(C(=O)OC(C)C)C1c1cccnc1 (stereo not drawn)
  -4 | -2 | 5 | -4 | -2 | -8 | 2 | 0
COc1cccc(-n2c(SCC(=O)c3c[nH]c4ccccc34)nc3ccccc3c2=O)c1
  -10 | -6 | 11 | -5 | -10 | -6 | -2 | -6
COc1ccc(OC)c2[nH]c(=O)c(CCNC(=O)c3ccc(S(=O)(=O)N(C)C)cc3)cc12
  -14 | 29 | -67 | -5 | 25 | -12 | 3 | 4
COc1cccc(C(=O)O/N=C(\N)CS(=O)(=O)c2ccccc2)c1
  -8 | -3 | 4 | -9 | 2 | -7 | 0 | -6
O=C(NC(=S)N1CCc2ccccc21)c1ccccc1Cl
  15 | -5 | 0 | -10 | 2 | -4 | 0 | 11

Of the compounds above, 10 have an aryl methoxy group.
Values in the order – Apaf-1 inh | HKDC1 inh | SENP8 block-2 | SENP6 inh | PfGluPho inh | SENP7 inh | SENP1 FRET inh | SENP8 block-1
COc1ccc(N2CC(NC(=O)c3ccc4ccccc4c3)CC2=O)cc1OC (stereo not drawn)
  8 | -1 | 12 | -4 | 17 | 2 | 2 | -2
COc1cccc(COc2ccc(N(C)S(=O)(=O)c3ccccc3)cc2)c1
  20 | 6 | 4 | -33 | 12 | -13 | 1 | -6
COc1ccc(CC2(C)OC(c3ccncc3)=NN2C(C)=O)cc1 (stereo not drawn)
  9 | -7 | -180 | -13 | -1 | -6 | -2 | -9
COc1ccc(NC(=O)Nc2ccc3c(c2)CC(=O)N([C@H](C)CO)C[C@H](C)[C@H](CN(C)Cc2ccc(C(=O)O)cc2)O3)cc1
  5 | -1 | 4 | -7 | -8 | -7 | 2 | 3
COc1ccc(C(=O)CSc2nnc(NC(=O)C3CC(=O)N(c4ccccc4C)C3)s2)cc1 (stereo not drawn)
  -3 | 14 | 3 | -15 | -15 | -7 | 1 | -12
COc1ccccc1NC(=O)Cn1c(C)nc2c(sc(=S)n2Cc2ccco2)c1=O
  10 | 0 | 7 | 9 | 7 | 6 | -3 | 4
COc1ccccc1NC(=O)c1nn(C)cc1Br
  -11 | 3 | 7 | -2 | -3 | -8 | -2 | -1
COc1cccc(-n2c(SCC(=O)c3c[nH]c4ccccc34)nc3ccccc3c2=O)c1
  -10 | -6 | 11 | -5 | -10 | -6 | -2 | -6
COc1ccc(OC)c2[nH]c(=O)c(CCNC(=O)c3ccc(S(=O)(=O)N(C)C)cc3)cc12
  -14 | 29 | -67 | -5 | 25 | -12 | 3 | 4
COc1cccc(C(=O)O/N=C(\N)CS(=O)(=O)c2ccccc2)c1
  -8 | -3 | 4 | -9 | 2 | -7 | 0 | -6
